# Autophagy mod – autophagy modulation, high-content screen; hit rate 0.98% among 190,000; MEF GFP-LC3 puncta imaging; test concentration mostly 10 µM; calls only at 10 µM (by protocol); AID 463193;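 active means percentage of spot-positive cells more than 3 SD above its plate mean, without a fluorescence outlier flag or 80% toxicity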;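 further: spot-positive cell cutoff set from DMSO-treated cells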
# Hep lipid drop – modulators of hepatic lipid droplet formation | inhibition, % at 6.5 µM | AID 1656 | hit rate 0.4% among 240,000 | AML12 mouse hepatocytes, oleate lipid droplets, BODIPY imaging;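 active means lipid droplet intensity inhibited by at least 50%, with more than 500 cells counted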
#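 Material: mouse AML12 hepatocyte cell line, fixed after treatment; Timing: compound with oleate, overnight; Technique: high-content imaging of BODIPY-stained droplets and DAPI nuclei; Probe or stimulus: oleate, 100 µM final; Dosing: compound at 6.5 µM only.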
# Ins promoter up – MIN6 insulin promoter up-regulation | hit rate 0.3% among 190,000 | MIN6 insulin promoter-GFP reporter, high-content imaging; stronger effect = higher value | z-score at 5 µM;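 active means z-score above 3 at 5 µM with at least 500 cells counted in the well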
# MT stabilizer – microtubule stabilizers in HeLa cells. HeLa tubulin immunostaining HCS, 24 h; share of cells brighter than vehicle mean+2SD. % tubulin-high responders, % at 10 µM. hit rate 0.83% among 200,000;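 active means plate Z-score above 3 for both tubulin-high and condensed-nucleus cell shares, with cell loss under 80%, at 10 µM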;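 further: anti alpha tubulin signal scored within the nucleus-defined area of each cell; some results filed as inactive read as strong as hits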
# PMI inhibition – MPI inhibition at elevated mannose 6-phosphate – biochemical, fluorescence intensity, high mannose 6-phosphate, primary screen (AID 1220); inhibition, % at 20 µM; hits with a dose series show IC50 in µM; hit rate 0.66% among 190,000; recombinant PMI enzyme, coupled fluorescence intensity; higher % means a stronger effect
# T cell modulator – modulates CD8 T cell binding to vesicles; hit rate 0.068% among 330,000; 2C CD8+ T cell-vesicle binding, flow cytometry; stronger effect = lower value; AID 2052; calls only at 7 µM;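 active means response, share of CD8 T cells binding vesicles, and their 90th percentile fluorescence all below set limits, cut at about 80% in these data, passing the limit was not always enough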
#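 System: murine 2C transgenic CD8+ T lymphocytes; also added: QL9-loaded Drosophila micro-vesicles; times: binding 1.5 h at 37 °C; measured by: flow cytometry, PE anti-B7-1 (FL2) versus Alexa647 anti-CD8 (FL8), PFA-fixed; control set: Peptide-free naked vesicles (low) and QL9 vesicles with 0.7% DMSO vehicle (high)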
# TNAP activation fold – human TNAP enzyme activators, primary screen, biochemical, luminescent, no phosphate acceptor, uHTS (AID 1001); purified TNAP, luminescent activation assay, no phosphate acceptor; higher activation fold means a stronger effect; hit rate 0.03% among 200,000; activation fold at 20 µM; hits with a dose series show EC50 in µM; in the data active means activation fold from about 3, or a potency from the dose series; inactive means the rest, 99 in 100 with activation fold below about 1.6; further: many of its hits are not listed in these tables
# b-catenin transl – modulators of beta-catenin nuclear translocation; HeLa beta-catenin nuclear translocation, immunofluorescence imaging; hit rate 0.3% among 190,000; nuclear translocation activity, % at 5 µM;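 active means nuclear translocation activity above 50% at 5 µM, with a well cell count of 50 or more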;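 further: per-cell ratio of nuclear to cytoplasmic median beta-catenin stain intensity; plate controls were DMSO negative control for no effect and GSK-3 inhibitor IX positive control for full effect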
#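 System: Human HeLa cells, endogenous beta-catenin | Compound dosing: 5 µM primary, 0.02–20 µM confirmation | Timing: 24 h compound exposure at 37°C, 5% CO2 | Measured by: Fluorescence imaging of beta-catenin antibody stain plus DAPI | Read-out basis: % activation of per-cell nuclear versus cytoplasmic median beta-catenin signal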
# PMI inhibitors – inhibitors of human PMI, primary screen, biochemical, fluorescence intensity, coupled assay (AID 1209). hit rate 0.42% among 190,000. one-dose inhibition, % at 20 µM; IC50 in µM for titrated hits. purified PMI enzyme, coupled fluorescence intensity; higher % means a stronger effect;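 further: plate controls were DMSO vehicle for no effect and wells lacking substrate for full effect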
# Ins promoter up cell count – also measured in Ins promoter up; calls as there; cell count; measured here: cytotoxicity, nuclei count;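 total cells summed across four imaged fields per well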
# Hep lipid drop cells 6.5 µM – also measured in Hep lipid drop; calls as there; cell count; measured here: cell count, cytotoxicity flag;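 cells counted across two imaged fields per well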
# b-catenin transl cell count 5 µM – further read-out of b-catenin transl, marked with its call; cell count; measured here: cell count, cytotoxicity flag
# T cell modulator vesicle-bound % – further read-out of T cell modulator, marked with its call; double positive events, %; measured here: CD8+ vesicle-bound cell fraction;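 binding gate set so that unloaded-vesicle control wells show 10% double positive cells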
# MT stabilizer Hoechst-high % – recorded beside MT stabilizer, whose call it bears; % Hoechst-high responders; measured here: nuclear condensation Hoechst responders;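 share of cells brighter than vehicle mean plus two SD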
# MT stabilizer cytotoxicity % – further read-out of MT stabilizer, marked with its call; toxicity, %; measured here: cytotoxicity by cell density;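 0% = mean cell density of plate MIN control wells and 100% = no cells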
# Autophagy mod cell loss 18 h – recorded beside Autophagy mod, whose call it bears; toxicity, %; measured here: cell loss, nuclei count;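 cell loss after 18 h compound exposure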
# * marks the source's active call; other numbers are inactive results; i = inactive; x = no result given. Unless noted, no stated cut-off is given here; in the data, active means inhibition above about 50%; inactive means the rest.
SMILES,Autophagy mod,Autophagy mod cell loss 18 h,Hep lipid drop,Hep lipid drop cells 6.5 µM,Ins promoter up,Ins promoter up cell count,MT stabilizer,MT stabilizer Hoechst-high %,MT stabilizer cytotoxicity %,PMI inhibition,T cell modulator,T cell modulator vesicle-bound %,TNAP activation fold,b-catenin transl,b-catenin transl cell count 5 µM,PMI inhibitors
O=C(CNS(=O)(=O)c1cccc(Cl)c1)OCc1csc(-c2ccccc2)n1,i,17,22,709,0.5,1497,2.2,2.2,3.6,11%,i,37,1,-3.0,1072,22%
CC(=O)OCC(=O)[C@@]1(O)CC[C@H]2[C@@H]3CCC4=CC(=O)CC[C@]4(C)[C@H]3C(=O)C[C@@]21C,x,x,0,771,-0.23,1031,x,x,x,x,i,20,x,-1.0,1201,x
CN(C(=O)N1CCN(c2ccccn2)CC1)c1ccccc1,i,2,x,x,-0.69,1491,3.9,1.9,4.4,-4%,i,50,1,1.4,1350,-7%
O=C(NCC1CCCO1)C(c1cccs1)N(C(=O)Cn1nnc(-c2cccs2)n1)C1CCCC1 (stereo not given),i,3,-5,644,x,x,4.3,1.6,1.8,33%,i,63,1.1,-4.7,607,17%
CN1CCN(S(=O)(=O)c2ccc(NC(=O)c3ccc(Br)s3)cc2)CC1,i,3,0,715,0.23,1213,3.3,2.3,8.8,11%,x,x,1.1,-1.4,1107,11%
COc1ccc(/C=C/C(=O)Nn2cnnc2)cc1,i,-1,4,510,0.19,1225,3.7,2.5,9.6,-7%,i,36,1.1,1.2,481,-12%
O=C1c2oc3ccc(Cl)cc3c(=O)c2C(c2cccnc2)N1Cc1ccco1 (stereo not given),x,x,x,x,-0.36,1241,x,x,x,8%,x,x,1.1,-1.5,1142,3%
Cc1cccn2c(=O)c(/C=C(\C#N)S(=O)(=O)c3ccccc3)c(Oc3ccc(Cl)cc3)nc12,i,-6,-4,648,-0.05,1408,2.8,2.6,12,5%,i,55,1,-0.8,1177,12%
COc1ccc(C)cc1NC(=O)C(c1ccccc1)N1CCNC(=O)C1 (stereo not given),i,6,17,728,-0.5,1424,2.5,3.1,5.6,-9%,i,21,1.1,-2.0,1126,-22%
Cc1ccc(Nc2nc(C(=O)N3CCC(C(=O)N4CCN(C)CC4)CC3)cs2)cc1,i,-3,x,x,-1.1,1376,3.8,3.6,12,2%,i,36,1,-4.3,1014,4%
COc1ccc(-n2c(C)cc(C(=O)COC(=O)c3cc(OC)c(OC)cc3NC(=O)c3cccs3)c2C)cc1,i,-3,19,677,-0.44,1172,5.0,2.9,11,4%,i,59,1.1,1.9,625,0%
C/C=C/Cn1c(Br)nc2c1c(=O)[nH]c(=O)n2C,i,2,-29,692,-0.81,1306,3.9,2.6,5.0,0%,i,19,1.1,x,x,-1%
COc1ccc(C)cc1-n1nnnc1SCC(=O)c1ccc2c(c1)OCCO2,i,18,x,x,0.46,1283,2.0,1.5,5.6,4%,i,13,1.1,-1.6,800,2%
O=C(NN=C1CCCC1)C(=O)Nc1cccc(C(F)(F)F)c1,i,24,x,x,1,1742,3.3,1.6,5.5,10%,i,48,1.1,5.2,1425,6%
CN(C)Cc1ccccc1Sc1cccc2ccccc12,i,8,-25,549,-0.35,1202,1.6,2.7,1.7,34%,i,50,1.1,2.1,785,-10%
COc1ccccc1NC(=O)c1ccc(NS(=O)(=O)c2ccc(F)c(Cl)c2)cc1,i,10,-28,547,-0.94,1328,3.2,2.1,1.4,12%,i,51,1.1,-1.0,1154,16%
Cc1ccccc1Oc1cc(NC(=O)CCCn2nc(C)c([N+](=O)[O-])c2C)cc([N+](=O)[O-])c1,i,3,-61,666,-0.46,1088,2.2,2.0,6.5,8%,i,36,1.2,x,x,20%
NC(=O)c1ccc(NC(=O)COC(=O)c2cc(S(=O)(=O)N3CCOCC3)ccc2N2CCCCC2)cc1,x,x,2,610,0.19,1384,x,x,x,x,i,18,x,-1.8,1179,x
O=C(c1ccc(Cl)c(S(=O)(=O)N2CCCC2)c1)N1CCN(c2ccc(F)cc2)CC1,i,-8,6,682,0.38,1184,6.0,4.2,8.0,-19%,i,19,1,-2.6,1111,-29%
CCCNC(=O)NNC(=O)c1ccc(F)cc1,i,-15,-11,698,-0.22,1362,2.2,1.7,7.1,-11%,i,30,1,-6.4,1109,-9%
COC(=O)c1sc(-c2ccc(Cl)cc2)cc1NC(=O)CSCC(=O)O,x,x,3,712,-0.61,1201,x,x,x,x,i,58,x,1.1,1262,x
O=S(=O)(c1ccc(Oc2ccc(S(=O)(=O)N3CCOCC3)cc2)cc1)N1CCOCC1,i,-57,x,x,-0.29,1070,5.5,2.0,6.5,8%,i,64,1.1,-4.5,973,8%
NC(=O)c1ccsc1NC(=O)CSc1nc2ccccc2c(=O)n1CCCO,i,-7,-8,534,0.52,1794,2.3,1.2,8.5,11%,i,49,1.2,-0.1,1085,13%
COc1cccc(CN2CCNC(=O)C2CC(=O)N2CCCCO2)c1OC (stereo not given),i,13,0,753,0.61,1434,3.3,2.2,7.3,37%,i,60,1.1,0.4,1523,10%
O=C(CCN1C(=O)C2C3CCC(C3)C2C1=O)Nc1ccccc1C(F)(F)F (stereo not given),i,-9,12,682,-0.11,1542,3.7,1.2,11,3%,i,63,1.2,-1.2,954,1%
CCC1Oc2ccc(C)cc2N(CC(=O)NCCC2=CCCCC2)C1=O (stereo not given),i,-6,19,610,-0.09,1930,2.2,2.6,1.6,6%,i,1,1.2,-1.0,1106,7%
COc1cc(CC(=O)OCC(=O)Nc2ccc(N3CCOCC3)cc2)cc(OC)c1OC,i,9,-3,658,-0.31,1161,2.2,2.3,8.2,50%,i,32,1.1,-1.1,1094,-4%
Cc1ccc(NC(=O)c2ccc(F)cc2)cc1S(=O)(=O)N1CCCCCC1,i,10,-25,669,-0.67,1157,2.8,3.0,4.9,10%,i,22,1.2,0.2,1210,11%
Cc1nc(S(=O)(=O)N2CCOCC2)c(C#N)c(C)c1Cl,i,5,x,x,x,x,4.9,3.0,7.4,6%,i,46,1,x,x,5%
O=C(NNc1ccc(-c2csnn2)cc1)c1ccccc1C(F)(F)F,x,x,-6,643,-0.4,1357,x,x,x,x,i,54,x,1.6,1143,x
C=CCn1c(SCC(=O)NNC(=O)Nc2cccc(Cl)c2)nnc1-c1ccccc1,x,x,-1,669,0.35,907,x,x,x,x,i,16,x,1.9,1271,x
CCOC(=O)c1sc(=NC(=O)c2cc(OC)c(OC)c(OC)c2)n(C)c1C,i,-5,x,x,0.6,1559,2.2,2.0,0.2,-13%,i,31,1,-1.7,1350,-15%
CCOc1ccc2[nH]c(=O)c(C(c3nnnn3Cc3ccco3)N3CCCC(C)C3)cc2c1 (stereo not given),i,2,-8,750,1.1,755,3.2,2.6,1.3,-3%,i,33,1,-0.9,1062,18%
Cc1cccc(OCCOc2ccccc2C=C(C#N)C#N)c1,i,9,3,467,0.02,1235,3.0,1.6,6.0,11%,i,47,1.1,0.0,1098,18%
Cc1cc(C)c[n+](CC(=O)c2ccc(-c3ccccc3)cc2)c1,i,-10,-2,650,-0.01,1183,1.3,3.7,9.0,-1%,i,47,0.9,0.3,508,-23%
O=C(NCCc1ccc2c(c1)OCCO2)c1ccc([N+](=O)[O-])cc1Cl,i,12,3,691,0.18,1351,3.1,1.0,2.6,-10%,i,9,1,-2.7,1099,-11%
COc1ccc(NC(=O)C(=O)N/N=C/c2cccnc2)cc1,x,x,0,636,0.09,1184,x,x,x,x,i,11,x,0.3,1359,x
O=C(c1ccco1)N1CCN(C(=O)C2CC(c3ccc(Cl)c(Cl)c3)=NO2)CC1 (stereo not given),i,-10,5,702,-0.12,1292,3.5,3.1,7.2,-2%,i,33,1.1,x,x,5%
Cc1ccccc1C(=O)N1CCN(c2ccc(NC(=O)c3ccco3)cc2Cl)CC1,i,-1,-2,697,-1.4,956,3.0,2.3,7.1,14%,i,24,1.1,x,x,20%
CC(C)Oc1cc(NC(=O)CS(=O)(=O)CC(=O)N(C)C)c(Cl)cc1Cl,i,21,-19,706,1,1304,1.5,1.6,2.6,2%,i,44,1.1,-1.8,1140,-1%
NNC(=O)c1cc(-c2ccc(O)cc2)nc2ccc(Br)cc12,x,x,-7,742,-0.2,1386,x,x,x,x,i,36,x,-0.4,972,x
C=CCNC(=O)NC(=O)COC(=O)CCCSc1nc2ccccc2[nH]1,i,-6,4,761,x,x,5.1,1.9,2.0,-3%,i,18,1,-5.2,1184,-4%
COCC(=O)N1CCN(c2nc3ccccc3o2)CC1,i,12,-11,773,0.05,1042,2.4,2.3,4.6,2%,i,54,1.1,-1.7,1103,-2%
COc1nc(-c2ccc(C)cc2)ccc1-c1noc(-c2cccnc2)n1,x,x,x,x,x,x,x,x,x,1%,i,59,1.1,-0.5,917,1%

# From PubChem BioAssay

# An unsorted share of the library; overall some 2.9% were active at least once.
